GlmU inhibition – inhibition of mycobacterial GlmU enzyme – biochemical, glucosamine-1-phosphate acetyltransferase (AID 1376) | M. tuberculosis GlmU acetyltransferase enzyme assay; higher % means a stronger effect | inhibition, %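 (tested at 30 µM in the primary screen)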; hits with a dose series show IC50 in µM | 0.25% of 220,000 active; in the data active = inhibition above about 13%; inconclusive = no clear call, values can overlap the other calls;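 note: 0% = complete reaction with vehicle and 100% = reaction without substrate; strong numbers were not always called active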
Mtb RmlCD inh – M. tuberculosis RmlC/RmlD inhibition; RmlC+RmlD coupled enzyme assay, percent inhibition; primary screen in compound mixtures; 0.03% of 160,000 active; AID 1533; P9WH09+P9WH11; inhibition, % at 3.6 µM; in the data active = inhibition mostly above about 34%, no sharp cut-off; inconclusive = no clear call, values can overlap the other calls; inactive = mostly below about 22%; note: some results filed as inactive read as strong as hits
Target sequence (P9WH09 whole entry, looked up): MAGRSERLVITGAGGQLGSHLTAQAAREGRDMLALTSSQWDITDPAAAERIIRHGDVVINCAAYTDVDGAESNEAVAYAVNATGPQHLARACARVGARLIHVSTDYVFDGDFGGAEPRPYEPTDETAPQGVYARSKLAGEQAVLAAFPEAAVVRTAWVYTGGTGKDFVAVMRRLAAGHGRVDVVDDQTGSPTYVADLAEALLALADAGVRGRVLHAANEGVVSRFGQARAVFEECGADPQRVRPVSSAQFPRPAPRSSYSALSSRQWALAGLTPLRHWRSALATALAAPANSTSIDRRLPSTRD
Target sequence (P9WH11 whole entry, looked up): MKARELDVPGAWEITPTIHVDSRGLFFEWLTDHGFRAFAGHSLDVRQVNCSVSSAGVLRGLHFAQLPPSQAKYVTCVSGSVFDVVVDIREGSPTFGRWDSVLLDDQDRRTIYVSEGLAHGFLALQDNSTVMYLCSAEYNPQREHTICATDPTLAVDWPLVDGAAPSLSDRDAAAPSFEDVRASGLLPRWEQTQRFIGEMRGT
* marks the source's active call; other numbers are inactive results. Only part of the results is shown. The share of hits here may be higher or lower than overall.

For CC(C)(CO)N=Cc1c(O)[nH]c2ccccc12 the results were GlmU inhibition 0.5% and Mtb RmlCD inh -4.
Cc1ccc(-c2cc(C(=O)n3cnc4ccccc43)c3ccccc3n2)cc1C was read as GlmU inhibition -0.5% and Mtb RmlCD inh 1.
For Oc1ccc(N2CCN(Cc3ccc(OCCCN4CCCCC4)cc3)CC2)cc1 the results were GlmU inhibition -6.7% and Mtb RmlCD inh 3.
For CC(=O)N(Cc1ccco1)C1(C(=O)NC2CCCC2)CCCCC1 the results were GlmU inhibition 0.3% and Mtb RmlCD inh 1.
Screening CCCCn1c(O)c(/C=C2\C=NN=C2c2ccccc2)sc1=S returned GlmU inhibition -5.7% and Mtb RmlCD inh inconclusive.
`COc1ccc(CCN(Cc2cc3ccc(C)cc3n3nnnc23)C(C)=O)cc1OC` gave GlmU inhibition 2.7% and Mtb RmlCD inh 7.
For COc1ccc(C(=O)Nc2sc3c(c2C#N)CCN(C(C)=O)C3)cc1 the results were GlmU inhibition -1.8% and Mtb RmlCD inh 8.
For COc1ccc(S(=O)(=O)N(C)CC(=O)Nc2ccccc2C(F)(F)F)cc1 the results were GlmU inhibition 4.2% and Mtb RmlCD inh -3.
`O=C(Oc1ccc(/C=N/Nc2nc(N3CCCCC3)nc(N3CCCCC3)n2)cc1)c1ccco1` gave GlmU inhibition 4.3% and Mtb RmlCD inh 5.
Screening CCN(C(=O)CSc1nnc2ccccn12)C1CCS(=O)(=O)C1 (centres undefined) returned GlmU inhibition 3.5% and Mtb RmlCD inh 3.
`CC(C)CC(=O)c1c[nH]c(C(=O)NCCCn2ccnc2)c1` gave GlmU inhibition -3.8%.
COc1ccc(C2/C=C\CN(C(=O)c3ccc(C)cc3)CC(=O)N2Cc2ccc(F)cc2)cc1 (centres undefined) was read as GlmU inhibition 1.8%.
Screening c1ccc(-c2nnc3ccc(N4CCC5(CC4)OCCO5)nn23)cc1 returned GlmU inhibition -2.9% and Mtb RmlCD inh 65.
COc1cccc(OC)c1C(=O)Nc1cc(C)on1 was read as Mtb RmlCD inh 42.
For OC1(Cc2ccn[nH]2)CCCCC1 the results were GlmU inhibition -6.5% and Mtb RmlCD inh 6.
For COc1ccc(NC(=S)NNC(=O)Cn2nc(C(F)F)cc2C(F)F)cc1 the results were GlmU inhibition 5.6% and Mtb RmlCD inh -13.
CCN(CC)CCNCc1nc2ccccc2c(=O)n1-c1ccc(F)cc1 was read as GlmU inhibition -5.0% and Mtb RmlCD inh -4.
O=C1Nc2ccccc2/C1=N\c1sc2c(c1C(=O)Nc1ccccc1)CCCC2 was read as GlmU inhibition -1.0%.
For O=C(c1cn(-c2ccccc2)nc1-c1cccs1)N1CCN(c2ccccc2)CC1 the results were GlmU inhibition 7.1% and Mtb RmlCD inh 7.
Screening Cc1ccc(-c2csc3nc(C(C)C)oc(=O)c23)c(C)c1 returned GlmU inhibition -1.1% and Mtb RmlCD inh 15.
Screening O=C1OCC2=C1C(c1ccc(F)cc1)c1cc3c(cc1N2)OCO3 (centres undefined) returned GlmU inhibition 4.0% and Mtb RmlCD inh 0.
CCOc1ccc(-c2nc(-c3cccnc3)no2)cc1 was read as GlmU inhibition -2.3%.
`Oc1ccc(/C=N/n2c3ccccc3c3ccccc32)cc1` gave GlmU inhibition -1.1%.
O=C(NC(=O)c1c(Cl)cccc1Cl)Nc1ccc(Oc2cccnc2)nc1 was read as GlmU inhibition 0.0% and Mtb RmlCD inh -2.
`CCOc1cc(N2CCOCC2)c(OCC)cc1NC(=O)CCC1CCCC1` gave GlmU inhibition 0.7% and Mtb RmlCD inh 74.
CCC(c1nnnn1Cc1ccc(F)cc1)N1CCN(C)CC1 (centres undefined) was read as GlmU inhibition -2.9% and Mtb RmlCD inh -9.
Screening COc1ccc(NS(=O)(=O)c2cccc(-c3nnc4n3CCCCC4)c2)cc1 returned GlmU inhibition -3.5% and Mtb RmlCD inh -8.
Screening Cc1ccc(S(=O)(=O)N2CCOCC2)c(C)c1-n1cnnn1 returned GlmU inhibition 0.7% and Mtb RmlCD inh 4.
For CC(C)Oc1cccc(C(=O)C2CCCN(Cc3cnc(N4CCCC4)s3)C2)c1 (centres undefined) the results were GlmU inhibition 4.4% and Mtb RmlCD inh 1.
For Cc1ccc(C(=O)Nc2cccnc2)cc1S(=O)(=O)N1CCCCC1 the results were GlmU inhibition 1.6% and Mtb RmlCD inh 4.
For NS(=O)(=O)c1ccc(CNC(=O)/C=C/c2ccc(Cl)c(Cl)c2)cc1 the results were GlmU inhibition 2.0% and Mtb RmlCD inh 19.
CSC1=NCCN1C(=O)C12CC3CC(CC(C3)C1)C2 was read as GlmU inhibition -6.9% and Mtb RmlCD inh -4.
Screening O=C(c1ccco1)N1CCN(C(=O)C2CCN(S(=O)(=O)c3cccs3)CC2)CC1 returned GlmU inhibition -0.9%.
`CC(=O)N1CN(S(=O)(=O)c2ccc(C)cc2)CC1C` (centres undefined) gave GlmU inhibition -2.8% and Mtb RmlCD inh -3.
S=c1[nH]nc(-c2cccc(Cl)c2)n1/N=C/c1ccc(-c2ccccc2Br)o1 was read as GlmU inhibition -6.1% and Mtb RmlCD inh -12.
For CCCCNC(=O)CSc1nc2n[nH]c(C)c2c(=N)n1-c1cccc(Cl)c1C the results were GlmU inhibition 0.5% and Mtb RmlCD inh 8.
Cc1cc(NC(=O)Cn2c(C)nc3ccccc3c2=O)ccc1Br was read as GlmU inhibition 7.4% and Mtb RmlCD inh 8.
Screening C#CCSc1[nH]c(=O)cc(C)c1C#N returned GlmU inhibition 5.3% and Mtb RmlCD inh 5.
Screening CN(C)C(=O)C[n+]1cccc(/C=N/O)c1 returned GlmU inhibition -0.2% and Mtb RmlCD inh 11.
CC1=C([N+](=O)[O-])C(c2ccccc2C(F)(F)F)NC(=O)N1C (centres undefined) was read as GlmU inhibition 6.4% and Mtb RmlCD inh 1.
For COc1ccc(-c2csc(NC(=O)CSc3nnc(Nc4ccccc4C)s3)n2)cc1 the results were GlmU inhibition -3.7%.
For CCOC(=O)c1ccc(NC(=O)CSc2nc(C)cc(=O)[nH]2)cc1 the results were GlmU inhibition 1.6% and Mtb RmlCD inh -9.
CCN(CCCNC(=O)C1CCN(S(=O)(=O)c2cnc[nH]2)CC1)c1ccccc1 was read as GlmU inhibition 1.5%.
For Cc1ccc(SC(CC(=O)c2ccc(C)cc2)C(=O)O)cc1 (centres undefined) the results were GlmU inhibition 0.6%.
Screening CCOC(=O)c1ccc(NC2c3ncccc3C(=O)N2Cc2ccc(F)cc2)cc1 (centres undefined) returned GlmU inhibition -1.7% and Mtb RmlCD inh 18.
Screening O=C(O)COc1ccc2c(c1)OCCO2 returned GlmU inhibition -4.8% and Mtb RmlCD inh -4.
Screening CCOc1ccc(OCC)c(NC(=O)C2C3C=CC(O3)C2C(=O)NCc2ccco2)c1 (centres undefined) returned GlmU inhibition 1.6%.
Screening CCCN(CCC)c1nc(N(CCC)CCC)[nH]c(=O)n1 returned GlmU inhibition -1.0%.
COC(=O)CCCC1=CC2=C(c3ccccc3)C(=O)C(C)(OC(=O)C3CCCC3)C(=O)C2=CN1CCCCO (centres undefined) was read as GlmU inhibition 3.4%.
Screening CCC(C)NC(=O)C(NS(=O)(=O)c1ccc2c(c1)c(=O)n(C)c(=O)n2C)c1ccccc1 (centres undefined) returned GlmU inhibition -2.7%.
Cc1c(NC(=O)CN2C(=O)NC3(CCCC3)C2=O)c(=O)n(-c2ccccc2)n1C was read as GlmU inhibition 4.0% and Mtb RmlCD inh -7.
For C1=C(CCNCc2ccccc2)CCCC1 the results were GlmU inhibition 2.2% and Mtb RmlCD inh -7.
Cc1[nH]c2ccccc2c1N=Nc1cccc(C(=O)O)c1 was read as GlmU inhibition -0.2% and Mtb RmlCD inh 11.
Screening Cc1c(Cl)cccc1N1CC(C(=O)Nc2nccs2)CC1=O (centres undefined) returned GlmU inhibition -0.6%.
Screening CC(c1ccccc1)n1cc(C(=O)NCCN2CCOCC2)nn1 (centres undefined) returned GlmU inhibition -3.0% and Mtb RmlCD inh 15.
Screening CCC(CC)C(=O)Nc1cccc(C(=O)N2CCOCC2)c1 returned GlmU inhibition 2.4% and Mtb RmlCD inh -2.
Screening CCOC(=O)C1Cc2cc3c(cc2C1=O)CC(C(=O)OCC)C3=O (centres undefined) returned GlmU inhibition -1.5% and Mtb RmlCD inh -9.
`COc1ccc2oc(N)c(C=O)c(=O)c2c1` gave GlmU inhibition 7.4% and Mtb RmlCD inh -4.
`CCCCNCc1cc(Br)c(OCC(=O)NCc2ccccc2)c(OC)c1` gave GlmU inhibition -1.4% and Mtb RmlCD inh 4.
For O=C(NCc1ccc2c(c1)OCO2)C(=S)N1CCOCC1 the results were GlmU inhibition 1.1% and Mtb RmlCD inh 12.
For CCOC(=O)N1CCC(NC(=O)C2CCN(S(=O)(=O)c3c(C)noc3C)CC2)CC1 the results were GlmU inhibition -4.7%.
For Cc1cc(C)c2c(=O)[nH]c(SCC(=O)c3ccc(C(C)C)cc3)nc2n1 the results were GlmU inhibition 2.4%.
`CCOC(=O)c1c(NC(=O)c2noc(C)c2[N+](=O)[O-])sc(C(C)=O)c1C` gave GlmU inhibition 3.2% and Mtb RmlCD inh 18.
Screening O=C1NC(=O)N(Cc2ccc(F)cc2)C(=O)/C1=C\c1ccc(N2CCCC2)cc1 returned GlmU inhibition 2.2% and Mtb RmlCD inh 64.
For CCN(CC)C(=O)CN(c1cc2c(cc1OC)oc1ccccc12)S(=O)(=O)c1ccccc1 the results were GlmU inhibition -2.0%.
Screening CCCN(CCC)S(=O)(=O)c1ccc(C(=O)Nc2nc3c(s2)CCc2ccccc2-3)cc1 returned GlmU inhibition 5.1% and Mtb RmlCD inh 8.
Screening O=C(/C=C/c1ccccc1)NCCSc1ccc(Cl)cc1 returned GlmU inhibition 2.0%.
Cc1c(NC(=O)C(C)N2C(=O)NC3(CCC(C)CC3)C2=O)c(=O)n(-c2ccccc2)n1C (centres undefined) was read as GlmU inhibition -2.3%.
Screening CS(=O)(=O)c1nc(-c2ccc(Br)cc2)cc(-c2ccccc2)c1C#N returned GlmU inhibition 4.7%.
For O=C(O)c1ccccc1CSc1ncn[nH]1 the results were GlmU inhibition -0.7%.
CCC(C)(C)C1CCC(=NNC(=S)Nc2cccnc2)CC1 (centres undefined) was read as GlmU inhibition -3.1% and Mtb RmlCD inh -3.
Screening CCOC(=O)c1nnn(-c2nonc2N)c1-c1ccccc1 returned GlmU inhibition -0.4%.
Screening CCC(=C(c1ccc(OC)cc1)c1ccc(OC)cc1)c1cn(CC(O)CN2CCN(C)CC2)c2ccccc12 (centres undefined) returned Mtb RmlCD inh 4.
For O=C(O)CCCCn1c(SCC(=O)Nc2ccccc2C(F)(F)F)nc2ccsc2c1=O the results were GlmU inhibition 2.3%.
C=CCn1c(=O)c(C(=O)NCCc2ccccc2)c(O)c2ccccc21 was read as GlmU inhibition -5.4% and Mtb RmlCD inh 2.
CN(C)CCNc1oc(COc2ccc(Cl)cc2Cl)nc1C#N was read as GlmU inhibition -6.0% and Mtb RmlCD inh -2.
Screening CCc1ccc(NC(=O)COc2ccc(/C=C(/C#N)c3nc4ccccc4[nH]3)cc2OC)cc1 returned GlmU inhibition -6.0% and Mtb RmlCD inh 7.
Screening Cc1cccc(NS(=O)(=O)c2ccc3c(c2)Cc2cc(S(=O)(=O)Nc4cccc(C)c4C)ccc2-3)c1C returned GlmU inhibition 0.8%.
`CCCN(c1ccc(C(C)C)cc1)S(=O)(=O)c1c(C)noc1C` gave GlmU inhibition 1.1% and Mtb RmlCD inh 4.
CC(C)(C)c1ccccc1OCCCCCn1ccnc1 was read as GlmU inhibition -11% and Mtb RmlCD inh 5.
COc1ccc(-n2c(Cc3cccn3C)nnc2SCC(=O)N2CCC(C)CC2)cc1 was read as GlmU inhibition -3.1% and Mtb RmlCD inh -12.
COc1ccc(OC)c(NS(=O)(=O)c2ccc3c(c2)CCC(=O)N3)c1 was read as GlmU inhibition 4.2% and Mtb RmlCD inh 6.
`Cc1ccc(OCCN2CCN(CC(O)Cn3c4ccccc4c4ccccc43)CC2)cc1` (centres undefined) gave GlmU inhibition -4.6% and Mtb RmlCD inh -10.
